# From PubChem
# BAZ2B inh – inhibitors of human BAZ2B bromodomain. AlphaScreen BAZ2B-H3K14Ac peptide displacement. Potency, µM (top dose mostly 114 µM), inactives show at the top dose activity change, negative = inhibition, most hits filed as inhibitors. hit rate 4.4% among 360,000. AID 504333; also: % is scaled to controls: 0 for no effect and ±100 for the full control effect; nearly all actives have a fitted effect of over 60% in size
#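 Compounds, titrated to a top concentration of 110 uM, were incubated 30 min at room temperature with preformed BAZ2B/acetyl-K14 H3 peptide complex (50 nM each). Proximity signal was measured by AlphaScreen after 20 min with beads.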
# JMJD2A Tudor inh – blocks the human JMJD2A Tudor domain. O75164. AlphaScreen JMJD2A-Tudor / H3K4me3 peptide binding. Potency, µM (titrated, usually from 114 µM), for the others: at the top dose activity change, negative = inhibition, hits mostly inhibitors. hit rate 4.4% among 390,000. AID 504339; also: % is scaled to controls: 0 for no effect and ±100 for the full control effect; nearly all actives have a fitted effect of over 50% in size
# HP1b chromo inh – HP1-beta chromodomain-methylated histone interaction inhibition; P83916; AID 540317; AlphaScreen HP1-beta / biotin-H3K9me3 peptide binding; hit rate 0.56% among 390,000; Potency, µM (titrated, usually from 114 µM), inactives show at the highest dose activity change, negative = inhibition, most hits filed as inhibitors; also: nearly all actives have a fitted effect of over 70% in size; inactives centre near 23
# Target sequence (P83916 whole entry, looked up): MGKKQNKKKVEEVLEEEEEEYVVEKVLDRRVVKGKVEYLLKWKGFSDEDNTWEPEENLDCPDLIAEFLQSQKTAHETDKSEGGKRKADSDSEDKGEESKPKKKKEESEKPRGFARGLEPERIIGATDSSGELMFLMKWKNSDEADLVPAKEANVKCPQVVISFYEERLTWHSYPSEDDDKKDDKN
#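 HP1-beta protein (50 nM final) preincubated 30 min at room temperature with biotinylated H3(1-18)K9me3 peptide (50 nM) in PBS pH 7.4, 0.01% Tween-20, then compound added for 30 min. AlphaScreen streptavidin donor/nickel chelate acceptor beads (10 ug/mL final), 30 min dark, luminescence read.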
# Pin1 inh – human Pin1 inhibition | Pin1 FP peptide displacement, HiFluor488, 10 min | AID 504891 | Q13526 | Potency, µM (doses to about 115 µM), inactives show at the highest dose activity, negative = inhibition, hits mostly inhibitors | hit rate 0.009% among 390,000; active = well fitted inhibition curve with a large enough effect in the polarisation, with a control signal flat, not every such curve was filed as active; inconclusive = small, poorly fitted or top-dose-only effect, or effect the other way, or a change in a side signal; inactive = no such curve, though single readings can be large or run the other way; the % refers to the polarisation; also: % is scaled to controls: 0 for no effect and ±100 for the full control effect
# Target sequence (Q13526 whole entry, looked up): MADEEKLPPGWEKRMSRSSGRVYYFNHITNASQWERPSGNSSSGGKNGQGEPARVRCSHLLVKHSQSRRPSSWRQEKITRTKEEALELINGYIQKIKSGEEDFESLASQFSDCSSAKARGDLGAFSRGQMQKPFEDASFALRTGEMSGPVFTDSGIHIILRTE
# PGK inhibitor – T. brucei PGK inhibition; AID 602233; PGK/GAPDH coupled, Kinase-Glo luminescence, 60 min; Potency, µM (series often up to 57.5 µM), for the others: at the top dose activity change, negative = inhibition, most hits filed as inhibitors; hit rate 0.043% among 380,000; also: % is scaled to controls: 0 for no effect and ±100 for the full control effect; nearly all actives have a fitted effect of over 60% in size
# Target sequence (P07378 whole entry, looked up): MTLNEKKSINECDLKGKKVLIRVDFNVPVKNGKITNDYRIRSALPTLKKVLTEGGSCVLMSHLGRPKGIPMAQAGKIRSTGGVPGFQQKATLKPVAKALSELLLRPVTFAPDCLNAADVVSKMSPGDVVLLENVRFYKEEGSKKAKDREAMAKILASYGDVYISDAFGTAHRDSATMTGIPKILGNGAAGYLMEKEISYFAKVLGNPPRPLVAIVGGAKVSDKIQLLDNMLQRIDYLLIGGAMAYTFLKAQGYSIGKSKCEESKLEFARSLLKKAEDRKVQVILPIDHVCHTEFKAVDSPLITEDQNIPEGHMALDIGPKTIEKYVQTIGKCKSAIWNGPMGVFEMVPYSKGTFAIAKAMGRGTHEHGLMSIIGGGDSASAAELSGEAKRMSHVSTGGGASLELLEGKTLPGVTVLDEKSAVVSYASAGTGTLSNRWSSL
#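 Luminescent ATP detection (Kinase-Glo Plus) follows a 60-minute room-temperature incubation, with wells lacking PGK as controls. Buffer: 100 mM TEA (pH 7.6), 5 mM MgCl2, 0.01% Tween-20. Coupling enzyme GAPDH (100 nM final) supplies unstable 1,3-BPG in-well.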
# G9a inh – G9a (human) methyltransferase inhibition | hit rate 8.8% among 350,000 | Q96KQ7 | Potency, µM (series often up to 102 µM), for inactives: at the top dose activity, negative = inhibition, actives largely listed as inhibitors | G9a H3K9 monomethylation, AlphaScreen, 2 h; also: % is scaled to controls: 0 for no effect and ±100 for the full control effect; nearly all actives have a fitted effect of over 75% in size
#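 Quantitative HTS format: methyltransferase activity on a biotin-tagged H3K9 peptide is measured by AlphaScreen, using a rabbit anti-monomethyl-H3K9 antibody with streptavidin donor and anti-IgG acceptor beads. Final levels are 20 nM enzyme, 500 nM peptide, 20 uM SAM; 2 h RT.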
# GLS inh – inhibitors of human glutaminase (GLS). GLS enzymatic activity, qHTS titration. Potency, µM (top dose mostly 45.5 µM), without a hit: at the highest dose activity change, negative = inhibition, actives largely listed as inhibitors. hit rate 0.21% among 410,000; also: % is scaled to controls: 0 for no effect and ±100 for the full control effect
#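 hKGA; 45 mM KH2PO4 pH 8.2 + 0.02% Tween-20; cpd via pin tool; 1 mM Gln soln; GluOx/HRP/Amplex Red; RT 30 min; fluor. t0 & final.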
# Pol iota inh – blocks human DNA polymerase iota activity | Q9UNA4 | Pol iota fluorescent replication assay, 10 min | Potency, µM (top dose mostly 115 µM), for the others: top-dose activity, negative = inhibition, most hits filed as inhibitors | hit rate 1% among 390,000
#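 Fluorescent replication assay read twice, at 0 min and 10 min after adding 50 nM (final) substrate. Enzyme (10 nM) and compounds were first incubated 15 min at room temperature; enzyme-free buffer wells were negative controls.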
# BLM helicase inh – blocks DNA unwinding by human BLM helicase; Potency, µM (titrated, usually from 56.1 µM), without a hit: at the top dose activity change, negative = inhibition, hits mostly inhibitors; recombinant BLM DNA unwinding, fluorescence dequenching; P54132; hit rate 0.2% among 350,000;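 also: plate controls were vehicle for no effect and no enzyme for full effect; nearly all actives have a fitted effect of over 35% in size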
# * = called active by the depositor; i = inactive; ? = inconclusive; / = not tested or not shown; [ ] = remark or other dose. Unless noted, calls follow the shape of the dose curve; as a rule, active = well fitted curve in the direction sought with a large enough effect; inconclusive = small, poorly fitted or top-dose-only effect, or another doubt; inactive = no such curve, though single readings can be large; an effect the other way counts as inactive or inconclusive. Potency is read from the fitted curve at half-maximal effect.
nr	Pin1 inh	BLM helicase inh	Pol iota inh	BAZ2B inh	G9a inh	HP1b chromo inh	GLS inh	JMJD2A Tudor inh	PGK inhibitor	molecule
1	2%	-2%	31%[activator]	-6%	-19%	17%	-3%	-5%	-9%	CN1CCN(C(=O)/C=C/c2c(F)cccc2Cl)CC1
2	5%	/	?	-34%	-7%[0.501 µM]	18%	7%	-18%	5%	Cc1ccccc1C(=O)NNC(=O)c1ccc2nc[nH]c2c1
3	4%	-1%	16%	-5%	?	51%[activator]	7%	21%	-7%	Cc1sc2nc(-c3ccccc3)oc(=O)c2c1C
4	-4%	-4%	12%	0%	-4%	51%[activator]	-1%	-7%	i	O=C(N/N=C/c1ccc([N+](=O)[O-])o1)C(O)c1ccccc1 (stereo not given)
5	-13%	/	-6%	/	/	16%	-4%	-10%	-1%	O=C(NCc1ccccn1)c1cccc(S(=O)(=O)N2CCc3ccccc32)c1
6	4%	7%	-21%	-9%	/	20%	2%	-16%	8%	COC(=O)c1c(NC(=O)C2CCCCC2)sc2c1CCN(C(C)C)C2
7	4%	-1%	12%	-19%	-1%[59 µM]	?	3%	?	-1%	CC(=O)Nc1ccc(NC(=O)Cn2c(CC(=O)N3CCCC3)nc3ccccc32)cc1
8	16%	-8%	165%[activator]	3%	/	12%	2%	-20%	-10%	COc1ccc(S(=O)(=O)NCc2cccnc2)cc1C
9	-2%	-12%	24%	-3%	-2%[59 µM]	5%	7%	-11%	-2%	Cc1ccc(-n2c(=O)cc(N3CCc4ccccc4C3)[nH]c2=O)cc1
10	-1%	1%	-5%	-32%	?	40%	-3%	-2%[11.4 µM]	-10%	O=C1CCCC(=O)C1=Cc1c[nH]c2ccccc12
11	-5%	-3%	16%	-10%	/	32%	4%	-21%	i	CCCN(C(=O)COC(=O)C12CCC(=O)N1c1ccccc1S2)c1c(N)n(Cc2ccccc2)c(=O)[nH]c1=O (stereo not given)
12	4%	-6%	-1%	-4%	1%[59 µM]	3%	-3%	-19%	-8%	Cc1ccc(CNC(=O)c2ccc3oc(=O)n(Cc4ccccc4)c3c2)cc1
13	-3%	/	41%[activator]	79µM*	50µM*	-26%	3%	?	-9%	COc1cc(C(=O)NCC(c2ccco2)N2CCc3ccccc32)cc(OC)c1OC (stereo not given)
14	-4%	0%	24%	-10%	?	24%	14%	-12%	-8%	O=C(O)c1cc2ccc3ccccc3c2[nH]1
15	0%	-6%	10%	1%	-35%[59 µM]	7%	0%	-6%	/	CCOC(=O)c1ccc(-c2ccc(/C=C(\C#N)C(=O)Nc3ccc(OCC)cc3)o2)cc1
16	15%	-5%	59%[activator]	?	?	-14%	-14%	?	-1%	CCN(CC)c1ccc(/C=N/NC(=S)NCc2ccc(OC)cc2)cc1
17	4%	2%	-1%	?	24%[12.7 µM]	-2%	-2%	22µM*	0%	CC(=O)C1=C(O)C(=O)N(CCC(=O)O)C1c1ccccc1Cl (stereo not given)
18	5%	-1%	9%	6%	-2%[59 µM]	24%	-8%	-14%	-1%	CCCN(CCC)CCCNC(=O)C1CCN(S(=O)(=O)CC)CC1
19	4%	-6%	-9%	32µM*	32%	58%[activator]	12%	89µM*	3%	CCOc1cccc(/C=N/NC(=O)c2cccnc2)c1O
20	?	1%	35%[activator]	?	-12%[59 µM]	9%	8%	-27%	-5%	CN(C)c1cccc(C(=O)Nc2cc(C(F)(F)F)ccc2-n2cnc3ccccc32)c1
21	5%	-9%	-18%	-16%	-1%[59 µM]	46%[activator]	-7%	-20%	4%	COc1cccc2cc(-c3nc4sc(C(=O)Nc5ccc(F)cc5F)c(C)c4c(=O)[nH]3)c(=O)oc12
22	-2%	-3%	13%	-17%	?	-9%	36%[activator]	-12%	5%	COc1ccc(N2CCN(C(=O)[C@H](C)NC(=O)c3ccccc3Cl)CC2)cc1
23	-3%	-1%	-6%	16%	-2%	5%	3%	-24%	i	Cc1ccc(Nc2n[nH]c(C)c2[N+](=O)[O-])cc1C
24	1%	-9%	34%[activator]	-11%	/	39%[activator]	7%	-7%	-5%	Cc1ccc(CN2CCN(Cc3cc4ccccc4o3)CC2CCO)cc1 (stereo not given)
25	0%	-1%	10%	?	?	24%	3%	-13%	i	O=C(Nc1cccc(-c2cn3ccccc3n2)c1)c1cccs1
26	4%	-3%	-17%	-4%	-9%[59 µM]	14%[57 µM]	-7%	-27%	12%	CC(C)c1cnc2c(c1SCC(=O)c1ccc(Cl)cc1)c(=O)n(C)c(=O)n2C
27	0%	-1%	51%[activator]	-28%	45µM*	11%	0%	-19%	-10%	NS(=O)(=O)c1cccc(NC(=O)CN2CCCc3ccccc32)c1
28	0%	-7%	13%	8%	-5%	5%	8%	0%	4%	Cc1ccccc1C(=O)NC(=S)NCC(=O)c1ccccc1
29	-2%	1%	18%	3%	1%	44%[activator]	3%	-6%	-4%	O=C(NCc1cccnc1)c1cnn2ccccc12
30	-14%	-11%	?	/	7%[59 µM]	19%	24%	5%	2%	Cc1ccc(C(=O)CCNc2cccc(Br)c2)o1
31	1%	-4%	30%	-3%	26%	26%	0%	-16%	i	Cc1cccc(NC(=O)/C(C#N)=C/c2ccc[nH]2)c1C
32	0%	1%	10%	-14%	6%	17%	7%	-11%	0%	O=C(Nc1ncccn1)c1cc(-c2ccc(F)cc2)nc2ccccc12
33	0%	2%	5%	5%	2%	14%	-1%	-22%	-3%	CCn1c(C(=O)N2CCC(C(=O)NCc3cccs3)CC2)cc2sccc21
34	-12%	-6%	53%[activator]	-24%	22µM*	29%	3%	-22%	i	Cc1oc(-c2ccccc2)nc1CS(=O)CC(=O)N1CCc2ccccc2C1 (stereo not given)
35	1%	-6%	26%	-8%	/	34%	13%	-11%	-1%	O=C(CCC1CCCN(C(=O)c2ccc3c(c2)OCO3)C1)N1CCN(c2ccccn2)CC1 (stereo not given)
36	3%	-1%	13%	-28%	-3%[59 µM]	26%	2%	-35%	i	Cc1cc(C)c(C)c(S(=O)(=O)N2CCN(C(=O)c3cc(=O)[nH]c4ccccc34)CC2)c1C
37	-2%	-2%	24%	2%	-1%	19%	-5%	-21%	/	Cc1nn(-c2nc3ccccc3s2)c(N)c1Sc1ccc(F)cc1
38	6%	0%	-12%	-1%	-3%[59 µM]	7%[57 µM]	0%	-4%	-1%	COc1cccc(NS(=O)(=O)c2ccc3c(c2)CCCN3C(=O)C2CCC2)c1
39	2%	0%	-2%	12%	8%[59 µM]	44%[activator]	-6%	-1%	0%	CS(=O)(=O)Nc1ccc(C(=O)NCC2CCCO2)cc1 (stereo not given)
40	1%	3%	-4%	5%	-3%	14%	-4%	-20%	-1%	COc1ccc(N(CC(=O)N2CCCC(C)C2)S(=O)(=O)c2c(C)nn(C)c2C)cc1 (stereo not given)
41	14%	-9%	10%	-38%	-29%[59 µM]	-5%[57 µM]	12%	-35%	-8%	Cc1cc(S(=O)(=O)Nc2cccc(-c3ccc(N4CCOCC4)nn3)c2)c(C)cc1Cl

# The list is partial; the hit share may differ from the screen's.
